Compound activity (PubChem)
SENP7 block: blocks the human protease SENP7; Q9BQF6; recombinant SENP7, Z-RLRGG-aminoluciferin luminescence, 40 min; inhibition, % at 5 µM; 330,000 compounds, 1.5% hits;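 active means inhibition above about 50% at the single test dose, limit read from the data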;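 further: plate controls were DMSO with enzyme for no effect and no enzyme buffer wells for full effect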
Target sequence (Q9BQF6 706-1050 limits assumed): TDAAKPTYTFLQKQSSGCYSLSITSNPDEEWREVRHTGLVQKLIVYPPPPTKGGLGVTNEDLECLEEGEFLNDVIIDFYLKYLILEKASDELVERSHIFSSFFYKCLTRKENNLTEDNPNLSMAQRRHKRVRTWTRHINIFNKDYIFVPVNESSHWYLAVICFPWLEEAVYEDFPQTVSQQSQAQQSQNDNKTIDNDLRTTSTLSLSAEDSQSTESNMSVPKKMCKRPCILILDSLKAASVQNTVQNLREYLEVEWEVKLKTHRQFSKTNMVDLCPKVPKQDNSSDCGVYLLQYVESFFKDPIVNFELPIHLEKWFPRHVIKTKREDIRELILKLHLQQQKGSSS
Apaf-1 inh: human Apaf-1 inhibition | O14727 | reconstituted apoptosome caspase-3 activity, DEVD-Rh110 fluorescence | inhibition, % at 20 µM | 330,000 compounds, 0.71% hits | AID 489030; active means inhibition of at least 40% at 20 µM;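 further: plate controls were DMSO wells for no effect and DEVD-CHO caspase inhibitor wells for full effect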
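detection = Rh110 fluorescence intensity | test system = biochemical Apaf-1 apoptosome reconstitution | also added = cytochrome c and DEVD-Rh110 substrate | schedule = 30 min plus 50 min, RT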
HKDC1 inhibitor: blocks human hexokinase HKDC1 activity. AID 493160. Q2TB90. inhibition, % at 20 µM. 340,000 compounds, 0.16% hits. recombinant HKDC1, G6PDH/diaphorase resazurin coupled fluorescence;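 active means inhibition above about 35% when tested at 20 µM, limit read from the data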;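 further: plate controls were DMSO wells with enzyme for no effect and DMSO wells lacking enzyme for full effect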
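Material – in-house recombinant HK5 (HKDC1) enzyme · Quantity – HKDC1 at 5 µg/mL · Buffer or medium – pH 8.0 Tris buffer with 10 mM MgCl2 · Reagent – glucose with 1 mM ATP · Dosing – single 20 µM dose · Times – reaction time 90 min, room temperature, protected from light · Technique – resorufin fluorescence at 613 nm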
SENP6 block: inhibitors of human SENP6 protease. 330,000 compounds, 1.8% hits. Recombinant SENP6 catalytic domain, aminoluciferin luminescence. Q9GZR1. inhibition, % at 10 µM;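 active means inhibition above about 50% at the single tested dose, limit read from the data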;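 further: plate controls were DMSO wells with enzyme for no effect and DMSO wells lacking enzyme for full effect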
SENP8 block-1: blocks the human protease SENP8; 330,000 compounds, 1.2% hits; purified SENP8, Z-RLRGG-aminoluciferin cleavage, luminescence; AID 2540; inhibition, % at 10 µM; Q96LD8; in the data active means inhibition above about 50%
Target sequence (Q96LD8 whole entry, looked up): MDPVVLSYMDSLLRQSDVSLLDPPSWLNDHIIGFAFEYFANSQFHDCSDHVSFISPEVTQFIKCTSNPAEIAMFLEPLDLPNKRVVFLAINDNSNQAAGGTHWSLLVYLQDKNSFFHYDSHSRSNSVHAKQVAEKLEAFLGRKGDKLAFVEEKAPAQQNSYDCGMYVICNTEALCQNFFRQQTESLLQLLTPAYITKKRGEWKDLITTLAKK
SENP1 inh: SENP1 (human) catalytic domain inhibition; inhibition, % at 10 µM; recombinant SENP1 catalytic domain, CyPet-SUMO1-YPet FRET cleavage; 360,000 compounds, 0.21% hits;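 active means inhibition at least 30% at 10 µM, raw YFP signal under a set limit, fluorescence ratio 0.5 to 1.5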;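 further: 0% = enzyme with DMSO and 100% = no enzyme wells; some results filed as inactive read as strong as hits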
Target sequence (Q9P0U3 419-644 limits assumed): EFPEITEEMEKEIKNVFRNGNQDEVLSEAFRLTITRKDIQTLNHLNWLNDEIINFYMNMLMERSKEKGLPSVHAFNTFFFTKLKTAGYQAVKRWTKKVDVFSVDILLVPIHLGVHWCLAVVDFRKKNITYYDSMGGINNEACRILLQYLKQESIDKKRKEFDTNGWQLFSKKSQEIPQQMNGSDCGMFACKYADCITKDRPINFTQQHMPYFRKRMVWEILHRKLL
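Assay system – human recombinant His6-tagged SENP1 catalytic domain enzyme · Input – SENP1 enzyme, 20 pM final · Buffer or medium – Tris pH 8 buffer plus EDTA, NaCl, BME, BSA, NP40, catalase · Schedule – 50 min reaction at room temperature · Technique – FRET read of cyan and yellow fluorescence · Control set – no-enzyme wells low, DMSO-plus-enzyme wells high control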
PfGluPho inh: PfG6PD (Plasmodium falciparum) enzyme inhibition; PfGluPho enzyme, NADPH resazurin-diaphorase fluorescence; inhibition, % at 20 µM; 350,000 compounds, 0.78% hits; AID 504690;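 active means inhibition reaching at least a set limit at 20 µM in the primary screen, cut at about 59% in these data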;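 further: 0% = DMSO wells with substrate and 100% = DMSO wells lacking glucose-6-phosphate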
SENP8 block-2: blocks human SENP8 cleavage of Nedd8 substrate; recombinant SENP8, Nedd8 substrate fluorescence; AID 602440; 360,000 compounds, 0.64% hits; Q96LD8; inhibition, % at 20 µM; in the data active means inhibition mostly above about 40%, no sharp cut-off; inactive means mostly below about 27%
* marks the source's active call; other numbers are inactive results.

How did O=c1cc(CCl)nc2scc(-c3ccccc3)n12 do in these assays?
SENP7 block: 2; Apaf-1 inh: -3; HKDC1 inhibitor: -5; SENP6 block: -12; SENP8 block-1: -2; SENP1 inh: -4; PfGluPho inh: 20; SENP8 block-2: -1

What do the screens show for `CCOc1ccc(NC(=O)CCNS(=O)(=O)c2ccc(Br)s2)cc1`?
SENP7 block: -12; Apaf-1 inh: -5; HKDC1 inhibitor: -7; SENP6 block: -24; SENP8 block-1: -12; SENP1 inh: 3; PfGluPho inh: -10; SENP8 block-2: 11

How did Cn1c(=O)oc2cc(S(=O)(=O)NCc3ccncc3)ccc21 do in these assays?
SENP7 block: -11; Apaf-1 inh: -4; HKDC1 inhibitor: 2; SENP6 block: -20; SENP8 block-1: -9; SENP1 inh: 17; PfGluPho inh: -6; SENP8 block-2: 9

How did COc1cccc(-n2cc(CN(C)Cc3nc(Cc4ccccc4)no3)cn2)c1 do in these assays?
SENP7 block: 1; Apaf-1 inh: 12; HKDC1 inhibitor: 4; SENP6 block: -3; SENP8 block-1: -7; SENP1 inh: -2; PfGluPho inh: -9; SENP8 block-2: 14

How did Cc1ccc(C(=O)NNC(=O)COc2ccc(Cl)cc2C)o1 do in these assays?
SENP7 block: -4; Apaf-1 inh: -5; HKDC1 inhibitor: 2; SENP6 block: 1; SENP8 block-1: -1; SENP1 inh: 3; PfGluPho inh: -3; SENP8 block-2: 23

What do the screens show for `CC1=C(C(=O)Nc2ccccn2)C(c2ccccc2Cl)NC(=S)N1` (stereo not drawn)?
SENP7 block: 2; Apaf-1 inh: -14; HKDC1 inhibitor: -11; SENP6 block: -3; SENP8 block-1: 4; SENP1 inh: -4; PfGluPho inh: -10; SENP8 block-2: 2

What do the screens show for `Cc1ccc2nc(NC(=O)CN(C)S(=O)(=O)c3cccc4nsnc34)sc2c1`?
SENP7 block: -11; Apaf-1 inh: 5; HKDC1 inhibitor: -4; SENP6 block: -22; SENP8 block-1: -4; SENP1 inh: 0; PfGluPho inh: -10; SENP8 block-2: 10

How did Cc1c(C(=O)NNS(=O)(=O)c2ccccc2)sc(=S)n1C do in these assays?
SENP7 block: 6; Apaf-1 inh: -4; HKDC1 inhibitor: -13; SENP6 block: -31; SENP8 block-1: -1; SENP1 inh: 2; PfGluPho inh: 8; SENP8 block-2: 20

How did CS(=O)(=O)N1CCN(c2ccccc2NC(=O)c2cc(Br)ccc2Cl)CC1 do in these assays?
SENP7 block: -4; Apaf-1 inh: 5; HKDC1 inhibitor: -1; SENP6 block: -9; SENP8 block-1: -14; SENP1 inh: -6; PfGluPho inh: -3; SENP8 block-2: 5

What do the screens show for `Cc1c(C)c2c(c(C)c1O)CC[C@@](C)(CCC[C@H](C)CCC[C@H](C)CCCC(C)C)O2`?
SENP7 block: 4; Apaf-1 inh: 1; HKDC1 inhibitor: -7; SENP6 block: 4; SENP8 block-1: -2; SENP1 inh: 1; PfGluPho inh: 3; SENP8 block-2: -2

Results for CCOC(=O)c1ccccc1NC(=O)c1cccs1 ?
SENP7 block: -3; Apaf-1 inh: 3; HKDC1 inhibitor: -3; SENP6 block: -3; SENP8 block-1: 2; SENP1 inh: 2; PfGluPho inh: -18; SENP8 block-2: -1

Results for COCCNc1nc(N)c([N+](=O)[O-])c(NCCO)n1 ?
SENP7 block: 3; Apaf-1 inh: -5; HKDC1 inhibitor: -6; SENP6 block: 8; SENP8 block-1: 0; SENP1 inh: 2; PfGluPho inh: 17; SENP8 block-2: 16

A run of entries from the list above, as a working copy:
How did O=c1cc(CCl)nc2scc(-c3ccccc3)n12 do in these assays?
SENP7 block: 2; Apaf-1 inh: -3; HKDC1 inhibitor: -5; SENP6 block: -12; SENP8 block-1: -2; SENP1 inh: -4; PfGluPho inh: 20; SENP8 block-2: -1

What do the screens show for `CCOc1ccc(NC(=O)CCNS(=O)(=O)c2ccc(Br)s2)cc1`?
SENP7 block: -12; Apaf-1 inh: -5; HKDC1 inhibitor: -7; SENP6 block: -24; SENP8 block-1: -12; SENP1 inh: 3; PfGluPho inh: -10; SENP8 block-2: 11

How did Cn1c(=O)oc2cc(S(=O)(=O)NCc3ccncc3)ccc21 do in these assays?
SENP7 block: -11; Apaf-1 inh: -4; HKDC1 inhibitor: 2; SENP6 block: -20; SENP8 block-1: -9; SENP1 inh: 17; PfGluPho inh: -6; SENP8 block-2: 9

How did COc1cccc(-n2cc(CN(C)Cc3nc(Cc4ccccc4)no3)cn2)c1 do in these assays?
SENP7 block: 1; Apaf-1 inh: 12; HKDC1 inhibitor: 4; SENP6 block: -3; SENP8 block-1: -7; SENP1 inh: -2; PfGluPho inh: -9; SENP8 block-2: 14

(more compounds)
What do the screens show for `CN1CCN(C(=O)NC2CCCCC2)CC1`?
SENP7 block: 2; Apaf-1 inh: -1; HKDC1 inhibitor: -6; SENP6 block: 6; SENP8 block-1: 1; SENP1 inh: 0; PfGluPho inh: 6; SENP8 block-2: 18

Results for Cc1ccc(NC(=O)Nc2ccc3c(c2)OCO3)c(Br)c1 ?
SENP7 block: 6; Apaf-1 inh: 10; HKDC1 inhibitor: -5; SENP6 block: -9; SENP8 block-1: -3; SENP1 inh: 2; PfGluPho inh: 15; SENP8 block-2: -3

How did COc1ccc(S(=O)(=O)CCC(=O)N2CC(=O)N(CCc3ccccc3)C(=O)C2)cc1 do in these assays?
SENP7 block: -1; Apaf-1 inh: -4; HKDC1 inhibitor: 2; SENP6 block: 6; SENP8 block-1: 6; SENP1 inh: 1; PfGluPho inh: 3; SENP8 block-2: 19

Results for Cc1noc(C)c1C(=O)Nc1cccc(S(=O)(=O)N2CCOCC2)c1 ?
SENP7 block: 0; Apaf-1 inh: -9; HKDC1 inhibitor: -3; SENP6 block: -12; SENP8 block-1: -1; SENP1 inh: 1; PfGluPho inh: 11; SENP8 block-2: 3

What do the screens show for `O=C(CSC1CC(=O)N(c2ccc(C(=O)O)cc2)C1=O)Nc1ccc(Cl)cc1` (stereo not drawn)?
SENP7 block: -4; Apaf-1 inh: -7; HKDC1 inhibitor: -12; SENP6 block: -16; SENP8 block-1: 0; SENP1 inh: 2; PfGluPho inh: -22; SENP8 block-2: -10

How did CN(Cc1ccccc1Cl)C(=O)C1CCC(=O)N(CCc2cccc(F)c2)C1 (stereo not drawn) do in these assays?
SENP7 block: -8; Apaf-1 inh: -6; HKDC1 inhibitor: -3; SENP6 block: -10; SENP8 block-1: -2; SENP1 inh: 0; PfGluPho inh: 6; SENP8 block-2: 5

Results for COCCNC(=O)CCCn1c(=O)c2ccccc2n(Cc2ccccc2C#N)c1=O ?
SENP7 block: 8; Apaf-1 inh: 3; HKDC1 inhibitor: -1; SENP6 block: -3; SENP8 block-1: 1; SENP1 inh: 2; PfGluPho inh: -16; SENP8 block-2: 13

What do the screens show for `Cc1cc(C(=O)N2CCN(Cc3ccc4c(c3)OCO4)CC2)cs1`?
SENP7 block: -11; Apaf-1 inh: -14; HKDC1 inhibitor: -10; SENP6 block: -4; SENP8 block-1: 2; SENP1 inh: 0; PfGluPho inh: -3; SENP8 block-2: 2

Results for CC1CCCN(S(=O)(=O)c2cccc(C(=O)NCc3ccco3)c2)C1 (stereo not drawn) ?
SENP7 block: -1; Apaf-1 inh: -6; HKDC1 inhibitor: -7; SENP6 block: 3; SENP8 block-1: 2; SENP1 inh: 2; PfGluPho inh: 1; SENP8 block-2: 11

What do the screens show for `COc1cc(OC)c(CN2CCc3c([nH]c4ccccc34)C2)cc1Br`?
SENP7 block: 1; Apaf-1 inh: 17; HKDC1 inhibitor: 0; SENP6 block: 3; SENP8 block-1: -12; SENP1 inh: -9; PfGluPho inh: 9; SENP8 block-2: -122

What do the screens show for `COc1ccc(C2(C(=O)Nc3ccc(C)c(C)c3)CCOCC2)cc1`?
SENP7 block: 1; Apaf-1 inh: -3; HKDC1 inhibitor: 2; SENP6 block: -5; SENP8 block-1: -16; SENP1 inh: 4; PfGluPho inh: -7; SENP8 block-2: 14

Results for CC(C)N1C(=O)CCC1C(=O)N1CCN(c2ccc(F)cc2)CC1 (stereo not drawn) ?
SENP7 block: 5; Apaf-1 inh: -19; HKDC1 inhibitor: -5; SENP6 block: -8; SENP8 block-1: -2; SENP1 inh: 0; PfGluPho inh: -4; SENP8 block-2: 34

The closing 2 entries of the section before come first, to join the parts:
What do the screens show for `COc1ccc(C2(C(=O)Nc3ccc(C)c(C)c3)CCOCC2)cc1`?
SENP7 block: 1; Apaf-1 inh: -3; HKDC1 inhibitor: 2; SENP6 block: -5; SENP8 block-1: -16; SENP1 inh: 4; PfGluPho inh: -7; SENP8 block-2: 14

Results for CC(C)N1C(=O)CCC1C(=O)N1CCN(c2ccc(F)cc2)CC1 (stereo not drawn) ?
SENP7 block: 5; Apaf-1 inh: -19; HKDC1 inhibitor: -5; SENP6 block: -8; SENP8 block-1: -2; SENP1 inh: 0; PfGluPho inh: -4; SENP8 block-2: 34

What do the screens show for `Cc1ccc(C2(C)NC(=O)N(Cc3c(C)noc3C)C2=O)cc1` (stereo not drawn)?
SENP7 block: 3; Apaf-1 inh: 3; HKDC1 inhibitor: -8; SENP6 block: -8; SENP8 block-1: 8; SENP1 inh: 2; PfGluPho inh: -8; SENP8 block-2: 16

What do the screens show for `COc1ccc(-c2noc(-c3cccc(Cl)c3)n2)cc1OC`?
SENP7 block: 34; Apaf-1 inh: 5; HKDC1 inhibitor: -13; SENP6 block: 7; SENP8 block-1: 3; SENP1 inh: -1; PfGluPho inh: -8; SENP8 block-2: -4

What do the screens show for `CC1CC(=O)Nc2ccccc2N1C(=O)CSc1nnnn1C(C)C` (stereo not drawn)?
SENP7 block: 7; Apaf-1 inh: -12; HKDC1 inhibitor: 4; SENP6 block: -4; SENP8 block-1: 6; SENP1 inh: 2; PfGluPho inh: -17; SENP8 block-2: -1

Results for CS(=O)(=O)c1ccc2sc(NC(=O)c3cc4ccccc4o3)nc2c1 ?
SENP7 block: 28; Apaf-1 inh: -1; HKDC1 inhibitor: 11; SENP6 block: 77*; SENP8 block-1: 46; SENP1 inh: 1; PfGluPho inh: 4; SENP8 block-2: -415

What do the screens show for `COc1cccc(-c2cc(-c3cccnc3)c(C#N)c(N)n2)c1`?
SENP7 block: -3; Apaf-1 inh: -4; HKDC1 inhibitor: 0; SENP6 block: -4; SENP8 block-1: 1; SENP1 inh: -12; PfGluPho inh: -1; SENP8 block-2: -407

How did CSc1ccc(Cl)c(C(=O)OCC(=O)N2CCN(c3ccccc3)CC2)c1 do in these assays?
SENP7 block: -8; Apaf-1 inh: 12; HKDC1 inhibitor: -2; SENP6 block: -16; SENP8 block-1: 3; SENP1 inh: 0; PfGluPho inh: 9; SENP8 block-2: -31

How did Cc1cccc(N2CCN(C(=O)c3ccoc3C)CC2)c1C do in these assays?
SENP7 block: -6; Apaf-1 inh: 12; HKDC1 inhibitor: -9; SENP6 block: 0; SENP8 block-1: -10; SENP1 inh: -16; PfGluPho inh: -1; SENP8 block-2: 12

How did O=C(CN1CCOCC1)NCc1ccccc1Cl do in these assays?
SENP7 block: -4; Apaf-1 inh: 2; HKDC1 inhibitor: -7; SENP6 block: -5; SENP8 block-1: -5; SENP1 inh: -1; PfGluPho inh: -4; SENP8 block-2: 13
